Screening data as filed in PubChem BioAssay.
TTR transcr act – increases transthyretin transcription; SH-SY5Y TTR promoter Gaussia luciferase, luminescence; 100% = recombinant luciferase protein wells; activation, % at 16.7 µM; 92,000 compounds, 1.3% hits; AID 1117267;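 active means activation above the mean of all tested compounds plus 3 SD, cut at about 9.5% in these data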;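 further: cells exposed to compounds for one day before reading; 0% = median of all test compound wells on the plate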
Numbers without * were called inactive. The list is partial; rates above refer to the full screens.

TTR transcr act	SMILES
-1.0	CCS(=O)(=O)Nc1ccc(C2=NN(C(C)=O)C(c3cccs3)C2)cc1 (stereo not given)
-2.3	COc1ccc(Cl)cc1NC(=O)c1[nH]nc(OC)c1[N+](=O)[O-]
2.0	COc1ccc(S(=O)(=O)NC(CC(=O)NCC2CCCO2)c2ccco2)cc1 (stereo not given)
-0.1	CCC(=O)N1CCC2(CC1)Oc1ccc(Cl)cc1C(=O)C21CC(c2cccnc2)=NO1 (stereo not given)
-3.9	COc1ccc(-c2cc(=O)c3cc(C)ccc3[nH]2)cc1
0.9	Cc1cc(C)cc(C(=O)n2cnnc2N)c1
0.5	O=C(N/N=C/c1ccc(OC(=O)c2ccco2)cc1)c1ccc[n+]([O-])c1
10.0*	Cc1ncoc1C(=O)Nc1nccs1
-0.7	COCC1CCN(Cc2nc(-c3ccc(OC)cc3)no2)CC1
-0.4	Cc1ccc(C)c(S(=O)(=O)N(C)c2ccc(OC(=O)C3CCN(C(=O)c4ccc(F)cc4)CC3)cc2)c1
4.3	COC(=O)C1=C(C)N(c2ccc(C)cc2)/C(=C/c2ccc(O)cc2)C1=O
1.4	COc1c2ccoc2c(OC[C@@H](OC(C)=O)C(C)(C)O)c2oc(=O)ccc12
0.8	COC(=O)c1[nH]c2cc(OC)c(OC)cc2c1/C=N/Nc1ccccc1
2.0	Cc1cc(CSc2ccccc2)ccc1NC(=O)COc1ccccc1C
-0.2	Cc1cccc(CSCCNC(=O)c2ccc(CN3CCOCC3)cc2)c1
3.1	COc1ccc(C(=O)NC(=S)NNC(=O)[C@H]2C[C@@H]2c2ccccc2)cc1OC
1.4	Cc1cccc(N(CC(=O)NC2CCCC2)C(=O)CS(=O)CC(=O)Nc2ccc3c(c2)OCO3)c1C (stereo not given)
-0.2	CCOc1ccc(Oc2ccc(NS(=O)(=O)c3cc(C(=O)O)ccc3Cl)cc2)cc1
1.3	Cn1ncc(Br)c1C(=O)Nc1cccc(C(F)(F)F)c1
-1.4	CCN(CC)c1cc(C)c2ccccc2n1
4.9	O=C(Oc1ccc(Br)cc1)C1CCN(C2=NS(=O)(=O)c3ccccc32)CC1
2.0	O=C(CCCn1cncn1)N1CCCC(Nc2ccc(F)cc2)C1 (stereo not given)
1.9	CCOC1=C2[C@@H](CN(S(=O)(=O)c3ccc(C)cc3)[C@H]2c2ccccc2F)[C@H]2C(=O)N(C3CCCCC3)C(=O)[C@H]2C1
0.1	COc1cccc(CN2CCN(Cc3nc(-c4cccs4)oc3C)CC2CCO)c1 (stereo not given)
0.0	CC1CCCCC1NC(=O)COC(=O)COc1ccccc1Cl (stereo not given)
-0.5	COc1ccc(NC(=S)N2CCN(c3ccccc3)CC2)c(OC)c1
-0.3	CC(=O)/C(=N/Nc1ccccc1)N1CCOCC1
-3.2	O=C(Nc1nccs1)c1ccc(NC(=O)c2ccco2)cc1
-1.1	C=CCOc1ccc2c(OC)c3ccoc3nc2c1OC
1.5	COc1ccccc1-c1nc(C(F)(F)F)c(OC)o1
3.0	COCCCNC(=O)/C=C/[C@H]1O[C@@H](n2cnc3c(NC(=O)c4ccccc4)ncnc32)[C@H](O)[C@@H]1O
-1.7	C/C(CC(=O)Nc1ccc([N+](=O)[O-])cc1)=N/NC(=O)C1C2CCCCC21 (stereo not given)
0.4	O=C(CC1SC(N2CCOCC2)=NC1=O)Nc1ccc(Cl)c(C(F)(F)F)c1 (stereo not given)
0.4	CCOC(=O)C1CCCN(C(=O)Cc2ccc(C)cc2)C1 (stereo not given)
3.0	COc1ccc(CNC(=O)COc2cc3c(c4oc(=O)cc(C)c24)CCC(C)(C)O3)cc1OC
-0.8	COc1cc(/C=C/C(=O)O)ccc1OS(=O)(=O)c1cc(C)ccc1C
-1.0	COC(=O)[C@@]1(Cc2ccccc2)[C@H]2C(=O)N(Cc3ccccc3)C(=O)[C@H]2[C@H]2CN=C(SCC(=O)c3ccccc3)N21
1.6	Cc1cc(OCc2nnc(SCC(=O)OC3CCCCC3)o2)ccc1Cl
-2.0	CCc1nc(CN(C)C(=O)C2CCC(=O)N(Cc3cccc(F)c3)C2)no1 (stereo not given)
-0.6	CCCCCCC(=O)NC1CCCCN(Cc2ccc(C)cc2)C1=O (stereo not given)
-0.4	C[C@H]1CN([C@@H](C)CO)C(=O)c2cc(Br)cnc2O[C@H]1CN(C)C(=O)C1CC1
-0.5	COc1ccccc1NC(=O)C1=C(C)NC(=O)NC1c1cc(C)cs1 (stereo not given)
-2.2	C=CCOC(=O)N1CCC2CC1c1c(-c3ccc(C(F)(F)F)cc3)cccc12 (stereo not given)
-0.8	COc1ccc(Cc2nnc(NC(=O)c3cccc([N+](=O)[O-])c3C)s2)cc1
0.1	CN(C)/C=C(\C=O)c1ncc(C(F)(F)F)cc1Cl
0.2	Cc1ccc([C@H]2C[C@]34CN(Cc5ccccc5)S(=O)(=O)[C@H]3C[C@H]2O4)cc1
-1.8	C=CCOc1nc2c(c(=O)n(C)c(=O)n2C)n1Cc1ccccc1
0.2	Cc1onc(-c2ccccc2)c1C(=O)OCC(=O)Nc1ccc2c(c1)OCO2
-0.5	O=C1CN(C(=O)c2ccc(Cl)c([N+](=O)[O-])c2)c2ccccc2N1
0.7	O=C(NC1CCCC1)C1C(c2ccc(C(F)(F)F)cc2)=Nc2ccccc2N1C(=O)c1cccc2ccccc12 (stereo not given)
1.2	Cc1ccc(NC(=O)COC(=O)CCc2c(C)nc3ncnn3c2C)cc1C
-1.3	COc1ccc2nc(NC(=O)C3CCN(S(=O)(=O)c4cccnc4)CC3)sc2c1
-2.1	COc1cc(/C=C/C(=O)OCC(=O)Nc2ccc3c(c2)OCO3)ccc1O
2.8	Cc1ccc(CN2C(=O)/C(=C\c3ccc(C(=O)NCc4cccnc4)cc3)Oc3ccccc32)cc1
-0.3	Cc1nc(C)c(CCNC(=O)c2cccc(Cl)c2)s1
-1.8	Cn1c(SCC(=O)Nc2nnc(-c3ccccc3)o2)nnc1C1CC1
-1.8	Cn1nc(C(=O)N2CCOCC2)c([N+](=O)[O-])c1C(=O)N1CCOCC1
-1.9	CC(=O)Nc1ccc(OC(=O)COc2ccc(Br)cc2)cc1
-0.4	O=C1CN(C(=O)c2cc3ccccc3oc2=O)C(c2ccc(F)cc2)c2cc(F)ccc2N1 (stereo not given)
-2.0	COc1ccc(NC(=O)Nc2ccc(Br)cn2)cc1

Quoted from the entries so far for reference:
TTR transcr act	SMILES
3.0	COCCCNC(=O)/C=C/[C@H]1O[C@@H](n2cnc3c(NC(=O)c4ccccc4)ncnc32)[C@H](O)[C@@H]1O
-1.7	C/C(CC(=O)Nc1ccc([N+](=O)[O-])cc1)=N/NC(=O)C1C2CCCCC21 (stereo not given)
0.4	O=C(CC1SC(N2CCOCC2)=NC1=O)Nc1ccc(Cl)c(C(F)(F)F)c1 (stereo not given)
0.4	CCOC(=O)C1CCCN(C(=O)Cc2ccc(C)cc2)C1 (stereo not given)
3.0	COc1ccc(CNC(=O)COc2cc3c(c4oc(=O)cc(C)c24)CCC(C)(C)O3)cc1OC
-0.8	COc1cc(/C=C/C(=O)O)ccc1OS(=O)(=O)c1cc(C)ccc1C
-1.0	COC(=O)[C@@]1(Cc2ccccc2)[C@H]2C(=O)N(Cc3ccccc3)C(=O)[C@H]2[C@H]2CN=C(SCC(=O)c3ccccc3)N21
1.6	Cc1cc(OCc2nnc(SCC(=O)OC3CCCCC3)o2)ccc1Cl
-2.0	CCc1nc(CN(C)C(=O)C2CCC(=O)N(Cc3cccc(F)c3)C2)no1 (stereo not given)
-0.6	CCCCCCC(=O)NC1CCCCN(Cc2ccc(C)cc2)C1=O (stereo not given)
-0.4	C[C@H]1CN([C@@H](C)CO)C(=O)c2cc(Br)cnc2O[C@H]1CN(C)C(=O)C1CC1
-0.5	COc1ccccc1NC(=O)C1=C(C)NC(=O)NC1c1cc(C)cs1 (stereo not given)
-2.2	C=CCOC(=O)N1CCC2CC1c1c(-c3ccc(C(F)(F)F)cc3)cccc12 (stereo not given)
-0.8	COc1ccc(Cc2nnc(NC(=O)c3cccc([N+](=O)[O-])c3C)s2)cc1
0.1	CN(C)/C=C(\C=O)c1ncc(C(F)(F)F)cc1Cl

The list goes on.
TTR transcr act	SMILES
0.2	CC(C)c1ccc(N2C(=O)CC(NNC(=O)c3cccnc3)C2=O)cc1 (stereo not given)
0.6	CC(=O)Nc1ccc(NC(=O)CSc2nnc(C)n2-c2ccccc2)cc1
0.6	Cc1ccnc(NS(=O)(=O)c2ccc(NC(=O)c3ccc(Cl)cc3[N+](=O)[O-])cc2)n1
-2.2	CC1=C(C(=O)OC(C)C)C(c2cccs2)N2C(=O)CCSC2=N1 (stereo not given)
-1.6	COc1ccc(Cn2cc3c(-c4ccc(F)cc4)nnc-3c3cc(OC)c(OC)cc32)cc1
-1.8	CC[n+]1c(/C=C2/C=C(C)CC(C)C2)sc2ccccc21 (stereo not given)
5.8	COC(=O)[C@]12C[C@H](CC(=O)NCCCN3CCCC3=O)C(=O)N(Cc3ccco3)C1=C[C@H](COCc1ccccc1)O[C@@H]2C
2.9	Nc1ncnc2c1ncn2[C@@H]1O[C@H](CNCc2cn(CC(=O)NC3CC3)c3ccccc23)[C@@H](O)[C@H]1O
13*	CCc1ccccc1NC(=O)NNC(=O)CCc1ccc(OC)cc1
2.5	Cc1cc2c(cc1C)C(c1cccc(F)c1)CC(=O)N2 (stereo not given)
1.2	CCC(C)NC(=O)C1CCCN(S(=O)(=O)c2ccc3c(c2)CC(C)N3C(C)=O)C1 (stereo not given)
0.4	COc1ccc(C(=O)NCC(=O)OCC(=O)NCCC2=CCCCC2)cc1
0.8	COc1cccc(-n2c(Cc3cc(=O)[nH]c(=O)[nH]3)nnc2SCc2cccc(C(F)(F)F)c2)c1
0.5	CCCCOc1ccc(C(=O)n2ccc3ccc(-c4ccc5ccn(Cc6cccc(C(=O)OC)c6)c5c4)cc32)cc1
1.8	O=C(CNC(=O)c1cccc(F)c1)N/N=C/c1ccc(O)c([N+](=O)[O-])c1
1.5	OCCCn1c(C2CCCN2c2nc(-c3ccc(F)cc3)cs2)nc2cc(Cl)c(N3CCCCC3)cc21 (stereo not given)
-0.1	O=C(Oc1cc(=O)oc2c1c(=O)n1c3c(cccc23)CC1)c1ccc(F)cc1
-3.7	Cc1cc(C(=O)CSc2n[nH]c(-c3ccccc3F)n2)c(C)n1Cc1cccs1
0.9	Cc1ccc(CN2CCN(Cc3cnc(C)s3)CC2CCO)o1 (stereo not given)
-0.7	C=CCn1c(SCC(=O)Nc2c(C)cccc2C)nnc1-c1cnccn1
-1.8	CCCNC(=O)COC(=O)c1ccc(S(=O)(=O)N2CCCCCC2)cc1
-0.2	C/C(=N/OC(=O)c1ccc(C(F)(F)F)cc1)c1oc(C)nc1C
1.7	COC(C[C@H]1O[C@@H]1C(=O)[C@H](C)OCc1ccccc1)OC
3.6	COC(=O)[C@]12C(=O)NC[C@H](CN1c1ccc(Cl)c(C)c1)N2C
-1.9	CC1(C)CC(c2csc(N)n2)CCO1 (stereo not given)
-1.9	C=CCn1c(C)cc(C2=NNC(=NCC)SC2)c1C
4.1	CC(C)c1ccc(CNNC(=O)c2ccccc2)cc1
-0.7	O=C(CNC(=O)c1ccccc1O)N/N=C/c1ccccn1
-2.6	Nc1ccc(N2CCN(C(=O)c3ccco3)CC2)cc1
0.9	COc1ccccc1NC(=O)c1cc(C(=O)Nc2ccccc2OC)n(C)n1
2.5	CC(C)CN1CN(S(=O)(=O)c2cccs2)c2nc3ccccc3nc21
-5.4	C[C@H](CO)N1C[C@H](C)[C@@H](CN(C)C(=O)Nc2ccc(C(F)(F)F)cc2)Oc2ccc(NC(=O)Nc3ccc(C(F)(F)F)cc3)cc2C1=O
-1.9	O=S(=O)(Nc1ccc(N2CCCCC2)cc1)c1ccc(F)c(F)c1
0.2	COCCOc1ccc(C(F)(F)F)cc1NC(=O)c1ccccc1F
-0.7	O=C1CN(S(=O)(=O)c2ccccc2Cl)CCN1
-2.9	Cc1ccc(C(=O)Nc2ccncc2)cc1S(=O)(=O)N1CCCCC1
0.1	CC(C)N(Cc1ccccc1)C(=O)Cn1c(=O)cnc2ccccc21
-3.6	OC(COc1ccc(Cl)cc1)CN1CCN(c2ccccn2)CC1 (stereo not given)
-1.5	COc1ccc(N2CC(C(=O)Nc3ccc(S(=O)(=O)N4CCCC4)cc3)CC2=O)cc1 (stereo not given)
0.9	O=[N+]([O-])c1ccc(O)c(C=NNc2ccc(S(=O)(=O)O)cc2)c1
1.2	O=C(c1ccc(F)cc1)N1C2CCC1CC(O)(c1ccccc1F)C2 (stereo not given)
-0.9	Cc1ccc(Nc2nc(N)c([N+](=O)[O-])c(NCc3ccccc3)n2)cc1
2.4	O=C(c1cc(-c2ccccc2)nn1CC1CC(c2cccnc2)=NO1)N1CCOCC1 (stereo not given)
3.1	CCOC(=O)c1c(C)nn(-c2ccc(NC(=O)/C=C/C(=O)O)cc2)c1C
8.2	CCC1CCCCN1C(=O)/C=C/c1ccc2c(c1)OCO2 (stereo not given)
5.4	CCNc1nc(SCCOc2ccc(Br)cc2)nc(N(C)C)n1
-2.9	Cc1cc(OCC(=O)OCC(=O)N2CC(C)CC(C)C2)ccc1Cl (stereo not given)
-8.0	Cc1cc(NC(=O)CCCS(=O)(=O)c2nc(-c3cccs3)cc(C(F)(F)F)n2)no1
-1.7	Cc1ccc2ccccc2c1NC(=O)Cn1nnc(-c2cccnc2)n1
0.2	CN1CCN(C(=O)c2cc3c(c(-c4cccc(Br)c4)n2)[C@@H](CCO)N(S(=O)C(C)(C)C)C3)CC1 (stereo not given in full)
-1.8	O=C(Cc1ccc(F)cc1)N/N=C/c1ccc2c(c1)OCO2
-1.3	OC(COc1ccc2c(c1)OCO2)CN1CCN(c2ccccc2)CC1 (stereo not given)
0.9	CC(NCc1ccccc1OC1CCCC1)c1ccccc1 (stereo not given)
0.0	CCS(=O)(=O)c1ccc(C(=O)NC2CC2)c(Cl)c1Cl
0.8	COc1ccc(OC)c2[nH]c(=O)c(CCNC(=O)c3ccc4c(c3)OCO4)cc12
